CBFb-RUNX1 inh – inhibitors of human CBF-beta and RUNX1 interaction; Q01196+Q13951; AlphaScreen CBFb-His/RUNX1-biotin binding, biochemical; Potency, µM (highest dose often 59.8 µM), inactives show at the top dose activity, negative = inhibition, usual class: inhibitors; 230,000 tested, under 10 active; AID 1477; also: % of control where 0% means no effect
Target sequence (Q01196 whole entry, looked up): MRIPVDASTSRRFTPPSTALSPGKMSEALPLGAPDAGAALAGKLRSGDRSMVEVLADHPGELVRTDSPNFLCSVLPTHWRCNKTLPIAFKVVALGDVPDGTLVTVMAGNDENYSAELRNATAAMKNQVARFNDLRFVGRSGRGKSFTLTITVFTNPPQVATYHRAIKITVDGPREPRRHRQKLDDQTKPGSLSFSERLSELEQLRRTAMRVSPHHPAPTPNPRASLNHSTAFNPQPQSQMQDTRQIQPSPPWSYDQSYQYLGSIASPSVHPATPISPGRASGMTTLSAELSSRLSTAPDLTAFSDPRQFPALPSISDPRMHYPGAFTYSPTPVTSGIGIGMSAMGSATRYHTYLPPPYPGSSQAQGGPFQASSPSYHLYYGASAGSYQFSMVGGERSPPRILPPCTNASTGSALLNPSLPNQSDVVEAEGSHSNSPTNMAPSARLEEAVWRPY
Target sequence (Q13951 whole entry, looked up): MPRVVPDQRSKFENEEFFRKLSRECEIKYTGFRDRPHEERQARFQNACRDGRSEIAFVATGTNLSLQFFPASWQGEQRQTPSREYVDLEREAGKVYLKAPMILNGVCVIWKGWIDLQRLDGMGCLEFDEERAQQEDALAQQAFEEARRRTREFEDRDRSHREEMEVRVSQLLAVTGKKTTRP
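Room-temperature protein-protein interaction test with 30 nM each of His-tagged CBF-beta and biotinylated RUNX1, 15 min with compound, then 90 min with nickel plus streptavidin beads. Signal read in AlphaScreen mode.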
NPSR antag – antagonists of human neuropeptide S receptor cAMP signaling. Q6W5P4. hit rate 1% among 220,000. Potency, µM (highest dose often 38.3 µM), for inactives: at the top dose activity change, negative = inhibition, most hits filed as inhibitors. CHO-NPSR cells, cAMP TR-FRET, antagonist mode; also: potency is read from the fitted curve at half-maximal effect; % is scaled to controls: 0 for no effect and ±100 for the full control effect; nearly all actives have a fitted effect of over 50% in size; many of its hits are not listed in these tables
Lamin A splicing – changes lamin A minigene splicing in HeLa cells. Potency, µM (titrated, usually from 46.1 µM), without a hit: at the highest dose ratio change, negative = inhibition, hits mostly inhibitors. hit rate 0.01% among 200,000. HeLa LMNA splicing GFP/RFP minigene ratio, 48 h; active = well fitted inhibition curve with a large enough effect in the signal ratio, with a control signal flat, not every such curve was filed as active; inconclusive = small, poorly fitted or top-dose-only effect, or effect the other way, or a change in a side signal; the % refers to the signal ratio; also: potency is read from the fitted curve at half-maximal effect; % is scaled to controls: 0 for no effect and ±100 for the full control effect
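Read-out is the ratio of GFP to DsRed2 object intensity, acquired by 488 nm laser-scanning cytometry on HeLa lamin A-EGFP minigene reporter cells. Compound incubation 48 hrs at 37 °C in Opti-MEM with 2% FBS; DMSO 0.5% final.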
IMPase Li cell – membrane-permeable IMPase blocker, potentiated with lithium | CHO-M1 cells, IP1 TR-FRET (IP-One), carbachol + lithium | Potency, µM (top dose mostly 59.4 µM), inactives show at the highest dose activity, negative = IMPase inhibition, actives largely listed as inhibitors | hit rate 0.35% among 210,000 | AID 1457;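 also: IP1 builds up when IMPase is blocked and the TR-FRET signal falls; potency is read from the fitted curve at half-maximal effect; plate controls were basal vehicle for no effect and high inhibitor control for full effect; nearly all actives have a fitted effect of over 50% in size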
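Steps: plate 2000 CHO-M1 cells per well and culture 16–30 h; add compound and lithium; incubate 30 min, 37C; add d2-IP1 tracer and Eu cryptate anti-IP1 antibody in lysis buffer; read after 10 min at room temperature.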
aGal spleen mod – inhibits or activates alpha-galactosidase in human spleen homogenate; AID 2107; Potency, µM (series often up to 80 µM), for inactives: top-dose activity change, negative = inhibition, usual class: inhibitors; hit rate 0.008% among 240,000; human spleen homogenate, 4MU-alpha-Gal fluorescence, 40 min; P06280;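 also: potency is read from the fitted curve at half-maximal effect; 0% = enzyme with vehicle and -100% = no enzyme basal signal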
Target sequence (P06280 32-429 limits assumed): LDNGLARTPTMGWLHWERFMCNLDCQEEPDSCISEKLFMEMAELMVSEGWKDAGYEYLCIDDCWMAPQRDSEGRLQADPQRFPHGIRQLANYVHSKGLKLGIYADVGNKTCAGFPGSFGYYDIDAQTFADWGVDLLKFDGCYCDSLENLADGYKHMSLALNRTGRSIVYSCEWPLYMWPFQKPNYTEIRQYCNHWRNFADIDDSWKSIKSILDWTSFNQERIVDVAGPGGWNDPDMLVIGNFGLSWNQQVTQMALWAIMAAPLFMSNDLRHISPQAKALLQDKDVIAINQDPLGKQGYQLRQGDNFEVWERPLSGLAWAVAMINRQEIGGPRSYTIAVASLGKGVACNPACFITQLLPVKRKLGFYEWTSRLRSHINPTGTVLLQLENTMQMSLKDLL
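Human spleen homogenate (1 ug) was the enzyme source, with 4-methylumbelliferyl-alpha-D-galactopyranoside (1 mM final) in pH 5.0 citrate buffer with 0.01% Tween-20. Compounds were titrated; after 40 min at 37C, NaOH/glycine stop, 4-MU fluorescence read; AC50 from Hill fits.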
Epigenetic reg – derepresses silenced GFP reporter in murine cells; hit rate 0.2% among 280,000; AID 1865; Potency, µM (titrated, usually from 53.9 µM), for the others: at the highest dose GFP activation, usual class: activators; murine LDR cells, GFP reporter derepression, 30 h; also: potency is read from the fitted curve at half-maximal effect; % of control where 0% means no effect; nearly all actives have a fitted effect of over 60% in size
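Derepression of a silenced CMV-GFP reporter in murine LDR cells is scored by enumerating GFP-positive cells with a laser-scanning microplate cytometer after 30 hours of treatment at 37 C.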
KinaseGlo FLuc – Kinase-Glo luciferase inhibition (counter-screen); Q27757; Kinase-Glo luciferase, ATP luminescence, 8 min; Potency, µM (doses to about 38.3 µM), for the others: at the highest dose activity change, negative = inhibition, most hits filed as inhibitors; hit rate 0.28% among 200,000; AID 1379; also: potency is read from the fitted curve at half-maximal effect; % is scaled to controls: 0 for no effect and ±100 for the full control effect; nearly all actives have a fitted effect of over 60% in size
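Inhibition of Kinase-Glo luciferase light generation was assessed at 10 uM ATP in pH 7.2 imidazole buffer, with luminescence measured after eight minutes at ambient temperature.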
Active calls of the source: *; ? = inconclusive; / = no result given; [ ] = another dose, or the depositor's remark. Unless noted, calls follow the shape of the dose curve; as a rule, active = well fitted curve in the direction sought with a large enough effect; inconclusive = small, poorly fitted or top-dose-only effect, or another doubt; inactive = no such curve, though single readings can be large; an effect the other way counts as inactive or inconclusive.

item	mol	CBFb-RUNX1 inh	NPSR antag	Lamin A splicing	IMPase Li cell	aGal spleen mod	Epigenetic reg	KinaseGlo FLuc
1	O=C(CN1CCC(n2nnc3cc(C(F)(F)F)ccc32)CC1)NNC(=O)c1ccco1	6.1%	-1.8%	2.5%[46 µM]	7.1%	0.0%	1.1%	-1.4%
2	COc1ccc(OCCSc2nc(N)cc(N)n2)cc1	-15.9%	-20.7%[46.1 µM]	3.3%	50.2%[activator][38.3 µM]	5.7%	1.2%	-8.0%
3	O=C1CC2(CCCCC2)Oc2ccc(O)cc21	7.9%	5.0%[46.1 µM]	-2.0%	3.9%[38.3 µM]	-10.7%	1.0%	1.6%
4	NS(=O)(=O)c1ccc(NC(=O)COC(=O)c2cccc(S(=O)(=O)N3CCCC3)c2)cc1	5.4%	16.1%	/	/	5.9%	0.6%	/
5	Cc1c(Cl)c(C(=O)NNC(=S)Nc2ccc(F)cc2)nn1C	-9.6%	-3.6%	?	7.4%	-8.1%	0.5%	2.1%
6	CN1CCN(/N=C/c2ccc(C#N)cc2)CC1	-6.9%	-0.3%	-21.1%[46 µM]	16.8%	-4.5%	-1.3%	-2.0%
7	CC1CCCN(C(C(=O)Nc2ccc3c(c2)OCCO3)c2ccccc2)C1 (centres undefined)	3.7%	-22.5%[46.1 µM]	0.5%	6.2%[38.3 µM]	-0.3%	0.5%	-2.4%
8	CC(C)(C)OC(=O)CN1C(=O)C(Sc2n[nH]c(-c3ccccc3)n2)CCc2ccccc21 (centres undefined)	3.4%	-22.6%[46.1 µM]	7.8%	15.6%[38.3 µM]	2.2%	-1.1%	-1.2%
9	CC1(C)CNC(=O)c2sc(NC(=O)CN3CCOCC3)nc2C1	5.7%	-6.8%[46.1 µM]	-3.4%	21.6%[38.3 µM]	-0.7%	-1.1%	1.5%
10	CCOC(=O)C1CCN(c2c(Nc3ccc4c(c3)OCCO4)c(=O)c2=O)CC1	1.4%	-9.1%	-13.7%	3.5%	0.7%	-1.0%	0.3%
11	CCCCC1(C)OC(=O)C(=Cc2c[nH]c3ccccc23)C(=O)O1 (centres undefined)	1.7%	-11.8%	/	5.1%	-3.0%	1.1%	/
12	C=CCn1c(SCC(=O)c2ccc(Cl)cc2)nnc1-c1ccc2c(c1)OCO2	29.7%	-10.3%	?	13.5%	3.3%	1.1%	-2.3%
13	CS(=O)(=O)c1ccc2nc(NC(=O)Nc3ccc(Cl)c(Cl)c3)sc2c1	-8.3%	-53.2%	-5.8%	2.4%	4.2%	-1.1%	-2.9%
14	O=C(Nc1ccccc1-c1nc2ccccc2[nH]1)c1ccc(N2C(=O)CCC2=O)cc1	-0.3%	-25.2%	5.5%[46 µM]	9.3%	-0.5%	12.7%	-0.1%
15	O=C(CSc1nnc(-c2ccccc2F)n1C1CC1)Nc1ccc2[nH]c(=O)[nH]c2c1	0.0%	7.7%	23.5%[46 µM]	3.1%	0.3%	1.1%	-2.4%
16	COCCn1c(Cc2cccn2C)nnc1SCC(=O)NCc1ccc2c(c1)OCO2	-4.9%	3.2%	2.2%[46 µM]	-0.8%	-2.5%	-0.2%	-2.3%
17	COC(=O)CSc1nnc(CNS(=O)(=O)c2ccc(C)cc2)n1C	2.6%	-10.6%[46.1 µM]	5.9%	-2.8%[38.3 µM]	1.6%	0.7%	-2.4%
18	CC(C)CCN1CC(C(=O)NCc2ccccc2)CC1=O (centres undefined)	11.3%	-1.4%[46.1 µM]	6.8%	-3.5%	-2.1%	0.8%	-4.7%
19	O=C(O)CCC(=O)Nc1ccc(Br)cc1C(=O)c1ccc(Cl)cc1	2.7%	-57.3%	/	/	-2.9%	3.3%	/
20	Cc1cc2c3c(c1)C(C)CC(C)(C)N3C(=O)C2=C(C#N)C#N (centres undefined)	-2.6%	-52.4%	/	/	6.7%	1.1%	/
21	CC1(C)Cc2c(sc3nc4n(c(=O)c23)CCC4)CO1	11.9%	8.9%[46.1 µM]	-6.5%	-1.0%	3.4%	0.0%	1.8%
22	CC(=O)NC(Cc1ccccc1F)C(=O)NC1CCN(c2ncccc2[N+](=O)[O-])CC1 (centres undefined)	-3.5%	-3.5%	/	8.8%	0.3%	-1.0%	-4.2%
23	C=CCNC(=S)NNc1nc2c(c(=O)[nH]1)C1(CCCC1)Cc1ccccc1-2	-17.9%	-15.2%[46.1 µM]	-8.9%	0.0%	-13.7%	1.0%	3.3%
24	CCOC(=O)c1nnn(-c2nonc2N)c1-c1ccccc1	1.4%	-3.4%[46.1 µM]	-15.3%	9.6%[38.3 µM]	4.3%	1.4%	-3.0%
25	C=CCn1c(SCc2ccc(F)cc2)nc2c1c(=O)[nH]c(=O)n2C	1.1%	-13.4%[46.1 µM]	4.2%	1.5%[38.3 µM]	-4.4%	-3.2%	0.1%
26	O=C1NC(=O)/C(=C\c2ccc(Oc3cnccn3)cc2)S1	8.1%	-24.7%	/	-1.8%	7.7%	-4.5%	0.4%
27	CCOC(=O)C1CCCN(C(=O)c2cnn3c(C(F)(F)F)cc(-c4ccccc4)nc23)C1 (centres undefined)	11.2%	-15.0%[46.1 µM]	-2.2%	34.7%[activator][38.3 µM]	-2.4%	-1.1%	0.4%
28	COc1ccc(-c2onc(C)c2-c2cscn2)c(O)c1	-4.0%	1.2%	/	12.7%	0.2%	-1.5%	1.2%
29	Cc1ccc(NC2=C/C(=N/S(=O)(=O)c3cccs3)c3ccccc3C2=O)cc1C	-1.4%	-7.5%	-4.7%	22.3%	4.8%	0.0%	-15.1%
30	N#C/C(=C\c1cn(Cc2ccccc2)c2ccccc12)C(=O)NCc1ccco1	-5.0%	-24.6%[46.1 µM]	-4.8%	2.5%	-2.4%	11.5%	4.1%

Single values from the entries so far.
O=C(CN1CCC(n2nnc3cc(C(F)(F)F)ccc32)CC1)NNC(=O)c1ccco1 in NPSR antag shows -1.8%
CC1(C)Cc2c(sc3nc4n(c(=O)c23)CCC4)CO1 in NPSR antag shows 8.9%[46.1 µM]
CC(C)(C)OC(=O)CN1C(=O)C(Sc2n[nH]c(-c3ccccc3)n2)CCc2ccccc21 (centres undefined) in IMPase Li cell shows 15.6%[38.3 µM]

Going on with the list:
item	mol	CBFb-RUNX1 inh	NPSR antag	Lamin A splicing	IMPase Li cell	aGal spleen mod	Epigenetic reg	KinaseGlo FLuc
31	Cc1ccc2nc(C3CCCN(C(=S)Nc4cccc(C)c4C)C3)[nH]c2c1 (centres undefined)	-2.2%	-27.1%[46.1 µM]	?	1.3%[38.3 µM]	0.5%	-0.1%	-1.9%
32	CN(CC(=O)NCCC1=CCCCC1)S(=O)(=O)c1ccc2c(c1)c(=O)n(C)c(=O)n2C	-7.0%	-12.6%[46.1 µM]	-11.5%	4.9%[38.3 µM]	5.9%	0.7%	-1.1%
33	O=C(O)c1ccc(-c2nc3scc(-c4ccccc4)c3c(=O)[nH]2)cc1	20.7%	9.6%	7.6%[46 µM]	/	-5.0%	1.1%	/
34	O=C(Cc1ccccc1)Nc1c(Cl)ccc2nsnc12	1.3%	0.0%	/	/	4.9%	0.1%	/
35	CCN(CC)S(=O)(=O)c1cc(NC(=O)COC(=O)CCC(=O)c2ccc(F)cc2)ccc1C	-1.1%	3.6%	7.9%	-1.5%	3.4%	0.3%	3.5%
36	Cn1c(SCC(=O)NNC(=S)Nc2ccccc2)nnc1-c1ccncc1	8.9%	22.3%	/	/	-5.1%	1.0%	/
37	CC(C)(C)C1=CC=C(C(C)(C)C)C(=O)C1=O	6.8%	56.3%	/	/	-1.3%	0.0%	/
38	O=C1N/C(=C/c2cccn2-c2ccccc2)C(=O)N1c1cccc(Cl)c1	4.1%	-39.8%	-0.6%	-23.2%	3.4%	-0.3%	-1.2%
39	NC(N)=N/N=C/c1cccc(Cl)c1Cl	2.7%	?	-3.1%[46 µM]	-5.0%	-5.0%	-4.3%	-3.0%
40	CCn1ccc(C(=O)N2CCOCC2)n1	9.7%	6.5%	-4.5%[46 µM]	6.2%	3.6%	-4.7%	-0.3%
41	CCc1nnc(NC(=O)CCc2c[nH]c3ccccc23)s1	5.4%	-6.9%	-16.4%[46 µM]	11.4%	6.7%	-1.6%	5.8%
42	Cc1nc2ccc(NC(=S)NCc3ccccc3)cc2nc1C	5.0%	1.3%	/	-5.1%	1.0%	1.1%	-1.1%
43	CCOC(=O)c1c(-c2ccc(C)cc2)csc1/N=C/N(C)C	6.9%	-14.7%	15.4%[46 µM]	-7.8%	-1.8%	-0.1%	-0.6%
44	CCc1cccc(CC)c1NC(=O)COC(=O)Cc1ccsc1	7.3%	26.4%	-4.4%	1.7%	10.6%	-1.0%	2.3%
45	Fc1cccc(/C=N/Nc2nc3ccccc3[nH]2)c1	-11.3%	-25.8%	-6.5%[46 µM]	0.2%	-3.1%	-1.4%	-4.0%
46	CC(NC(=O)c1ccc(NS(C)(=O)=O)cc1)c1ccccc1 (centres undefined)	6.2%	-10.4%[46.1 µM]	0.2%	-13.1%[38.3 µM]	5.1%	0.8%	1.8%
47	O=C1c2ccccc2-c2nc3ccccc3nc21	-0.5%	3.6%[46.1 µM]	5.1%	24.7%[38.3 µM]	-7.2%	-8.8%	-14.6%
48	Cc1ccc(OCC(=O)NNC(=O)c2cc3ccccc3o2)cc1C	-7.2%	-4.0%[46.1 µM]	-3.6%	6.7%[38.3 µM]	-7.8%	-0.3%	-1.5%
49	Cc1cc(C(=O)CN2C(=O)NC3(CCCCC3C)C2=O)c(C)n1Cc1cccs1 (centres undefined)	-1.0%	-15.8%	-3.9%	-2.5%	-5.3%	-1.3%	-3.6%
50	O=C(Nc1ccccc1F)c1ccccc1-c1ccccc1	25.5%	-1.3%	-9.9%	2.7%	6.9%	0.0%	-1.0%
51	COc1coc(C(O)CN)cc1=O (centres undefined)	10.1%	8.5%	-2.9%	2.6%	4.9%	-0.7%	0.9%
52	Cc1ccc(C2=C(CC(=O)O)C(=O)CC2)cc1	-4.2%	11.3%	-2.4%	-6.6%	11.7%	0.0%	-0.3%
53	CCc1ccc(-c2csc(NC(=O)COC(=O)CCc3nc4ccccc4s3)n2)cc1	6.0%	1.6%	-3.7%	-5.4%	-4.6%	-1.6%	-0.5%
54	CN(NC(=O)Nc1ccccc1)c1cnn(C)c(=O)c1Cl	2.7%	-24.8%	/	/	5.1%	-0.4%	/
55	C=CCn1c(COC)nnc1SCC(=O)c1ccc(F)cc1	8.0%	0.9%[46.1 µM]	9.5%	29.6%[38.3 µM]	-1.3%	0.0%	-3.1%

This is a subset; rates above refer to the full screens.
